Compound activity from PubChem BioAssay.
RTF Ca sens inh: cardiac RTF calcium sensitivity inhibitors, primary screen, biochemical, IANBD-TnC fluorescence, EC70 calcium; IANBD-labeled cardiac RTF, Ca2+ fluorescence; Troponin I, cardiac muscle (Homo sapiens) + Troponin T, cardiac muscle (Homo sapiens) + …; hit rate 0.12% among 340,000; inhibition, % at 7.15 µM;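 active means inhibition above the mean inhibition of all tested compounds plus 3 SD, cut at about 17% in these data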;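 further: assay run at fixed EC70 calcium of 1.6 mM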
C-LANA FP: inhibitors of KSHV C-LANA binding to DNA, primary screen, biochemical, fluorescence polarization, FAM-LBS DNA, MBP-C-LANA, single point | Kaposi's sarcoma herpesvirus LANA C-terminal domain (residues 932-1162) DNA binding | inhibition, % at 9 µM | hit rate 0.078% among 340,000 | AID 504423, 2011;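 active means highest replicate inhibition at or above 60% at 9 µM, even if other replicates fall short; inactive means all replicates below 60% inhibition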;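 further: 0% = neutral control wells and 100% = 4 µM acridine orange control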
V-ATPase pH: regulators of yeast V-ATPase proton pumping, primary screen, pHLuorin cytosolic pH fluorescence; S. cerevisiae; response, % at 10 µM; hit rate 0.37% among 350,000; in the data active means response mostly above about 7.3%, no sharp cut-off; inactive means mostly below about 5.4%; further: actives read high; inactives centre near 0; some compounds called inactive have numbers as strong as hits; reference of the scale not given here
Arr AP2 block: inhibitors of beta-arrestin/AP2 binding, primary screen, biochemical, GPCR trafficking, flow cytometry. beta-arrestin 1 C-terminal peptide binding to AP2 beta2-adaptin appendage (human). inhibition, % at 10 µM. AID 504490, 2011. FITC-arrestin peptide / GST-AP2 beads; AP2 beta2 appendage carries R879A mutation. hit rate 0.31% among 340,000;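 active means inhibition above a set limit, near 3 SD of compounds lacking own fluorescence, cut at about 54% in these data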;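 further: plate controls were DMSO wells for no effect and 5 µM unlabelled arrestin peptide for full effect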
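test system = AP2 appendage R879A on GSH beads | buffer or medium = PBS plus Tween 20 (0.05%) and BSA (0.1%) | incubation = 12 min plus 1 h, RT | detection = bead flow cytometry, FITC channel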
DAGLB inh: DAGLB lipase inhibitors, primary screen, biochemical, fluorescence, HTS | HEK293T DAGLB membrane lysate, EnzChek fluorogenic substrate | inhibition, % at 5.17 µM | hit rate 0.059% among 340,000 | Diacylglycerol lipase-beta (Homo sapiens), Q8NCG7; in the data active means inhibition above about 34%;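 further: 0% = enzyme with vehicle and 100% = wells lacking enzyme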
Keap1-Nrf2 PPI: Keap1-Nrf2 protein-protein interaction inhibitors, primary screen, biochemical, fluorescence polarization, single point; Kelch-like ECH-associated protein 1 (Homo sapiens), Q14145; Keap1 Kelch-Nrf2 peptide fluorescence polarization, 1536-well; inhibition, % at 9.4 µM; hit rate 0.15% among 340,000; in the data active means inhibition above about 12%;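 further: human Keap1 Kelch domain with fluorescein labeled Nrf2 9mer peptide probe; 0% = neutral control wells and 100% = peptide positive control; higher means more block of Keap1 binding to Nrf2 peptide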
Target sequence (Q14145 whole entry, looked up, the tested form may be a part): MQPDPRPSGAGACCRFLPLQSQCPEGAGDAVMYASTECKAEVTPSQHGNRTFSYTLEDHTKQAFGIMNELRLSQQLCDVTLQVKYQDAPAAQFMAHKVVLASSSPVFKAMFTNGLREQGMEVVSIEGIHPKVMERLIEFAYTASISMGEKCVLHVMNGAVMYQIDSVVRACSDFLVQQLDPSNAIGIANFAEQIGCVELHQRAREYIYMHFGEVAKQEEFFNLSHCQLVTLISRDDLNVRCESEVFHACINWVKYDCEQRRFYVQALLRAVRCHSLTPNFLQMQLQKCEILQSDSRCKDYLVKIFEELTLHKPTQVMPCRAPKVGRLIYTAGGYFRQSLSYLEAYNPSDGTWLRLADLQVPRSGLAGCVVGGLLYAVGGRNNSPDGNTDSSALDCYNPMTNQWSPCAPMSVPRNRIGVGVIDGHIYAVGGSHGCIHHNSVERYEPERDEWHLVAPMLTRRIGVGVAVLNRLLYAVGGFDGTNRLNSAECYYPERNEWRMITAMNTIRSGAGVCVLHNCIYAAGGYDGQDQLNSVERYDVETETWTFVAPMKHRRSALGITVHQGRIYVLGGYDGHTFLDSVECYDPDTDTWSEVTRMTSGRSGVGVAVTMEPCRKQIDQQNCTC
CAL PDZ FP-1: untagged CAL PDZ binding inhibitors, primary screen, biochemical, fluorescence polarization, HTS. purified CAL PDZ, TMR-peptide fluorescence polarization, 1 h. inhibition, % at 24.9 µM. hit rate 0.92% among 300,000. AID 602252, 2012;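 active means mean inhibition of at least 30% with at least half of replicates also reaching 30%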;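 further: 0% = DMSO neutral control and 100% = excess unlabeled competitor peptide PRC23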
CAL PDZ FP-2: CAL PDZ peptide-binding inhibitors, primary screen, biochemical, fluorescence polarization, Cer-tagged CAL PDZ, HTS; Golgi-associated PDZ and coiled-coil motif-containing protein (Homo sapiens), Q9HD26; purified CAL PDZ, TMR-peptide fluorescence polarization, 1 h; inhibition, % at 20 µM; hit rate 0.02% among 330,000; AID 504414, 2011;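 active means highest replicate inhibition of at least 40%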;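 further: plate controls were DMSO neutral control wells for no effect and unlabeled competitor peptide control wells for full effect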
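material = purified tagged CAL PDZ domain construct (CerCALP) | compound dosing = 20 µM, one dose | times = 1 h at RT | measured by = fluorescence polarization from S- and P-plane intensities, G-factor corrected | read-out = inhibition from polarization loss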
NSD2 HMT inh: NSD2 histone methyltransferase inhibitors, primary screen, biochemical, AlphaScreen, single concentration, set 2. NSD2 peptide methylation, 120 min. hit rate 0.54% among 310,000. AID 743445, 2014. inhibition, % at 12.5 µM; in the data active means inhibition above about 50%
DSG3 Ab inh: inhibitors of pemphigus antibody binding to DSG3, primary screen, biochemical, bead-based, flow cytometry, scFv-GFP; Desmoglein-3 (Homo sapiens), P32926; hit rate 0.48% among 310,000; DSG3-coupled beads, scFv-anti-DSG3-GFP binding; stronger effect = lower value; AID 588358, 2011; binding (percent of control), % at 10 µM;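 active means binding more than 3 SD below its plate's average and above zero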; further: some compounds called inactive have numbers as strong as hits
Starred values were filed as active, the others as inactive. Some of the compounds tested. The share of hits here may be higher or lower than overall.

How did Nc1c(NC2CCCCC2)c2ccccc2oc1=O do in these assays?
RTF Ca sens inh: -3; C-LANA FP: -4.1; V-ATPase pH: -1; Arr AP2 block: -1; DAGLB inh: 1; Keap1-Nrf2 PPI: 1; CAL PDZ FP-1: -4; CAL PDZ FP-2: -1.1; NSD2 HMT inh: 4; DSG3 Ab inh: 99

What do the screens show for `COc1ccc(CC(=O)Nc2nn(C)c3nc4c(C)cccc4cc23)cc1`?
V-ATPase pH: -16; Arr AP2 block: 16; NSD2 HMT inh: -5; DSG3 Ab inh: 93

What do the screens show for `Cc1ccc(C)c(NC(=O)Cc2nc(CNCC(C)C)cs2)c1`?
RTF Ca sens inh: 1; C-LANA FP: -1.5; V-ATPase pH: 3; Arr AP2 block: 19; DAGLB inh: -1; Keap1-Nrf2 PPI: 0; CAL PDZ FP-1: -3; CAL PDZ FP-2: -2.1; NSD2 HMT inh: 12; DSG3 Ab inh: 94

What do the screens show for `COc1cc([N+](=O)[O-])ccc1-c1ccc(C(=O)Nc2ccc(NC(C)=O)cc2)o1`?
RTF Ca sens inh: -7; C-LANA FP: -2.8; V-ATPase pH: 1; Arr AP2 block: 7; DAGLB inh: 4; Keap1-Nrf2 PPI: -5; CAL PDZ FP-2: -0.7; NSD2 HMT inh: 0; DSG3 Ab inh: 108

Results for CCc1ccc(OCC(O)CN2CCN(c3ccc(OC)cc3)CC2)cc1 (configuration not stated) ?
RTF Ca sens inh: -6; C-LANA FP: -0.4; V-ATPase pH: -3; Arr AP2 block: -19; DAGLB inh: 1; Keap1-Nrf2 PPI: -1; CAL PDZ FP-1: 1; CAL PDZ FP-2: -0.4; NSD2 HMT inh: 2; DSG3 Ab inh: 102

How did C=CCN(C(=O)c1csnn1)C(C(=O)NCc1ccccc1)c1ccccc1F (configuration not stated) do in these assays?
RTF Ca sens inh: 2; C-LANA FP: 0.4; V-ATPase pH: -2; Arr AP2 block: 8; DAGLB inh: -1; Keap1-Nrf2 PPI: -6; CAL PDZ FP-1: -4; CAL PDZ FP-2: -0.1; NSD2 HMT inh: 2

How did CC(NC(=O)C1CCC(CNC(=O)[C@@H]2Cc3ccccc3CN2)CC1)c1ccccc1 (some centres not stated) do in these assays?
RTF Ca sens inh: 5; C-LANA FP: 0.6; V-ATPase pH: -2; Arr AP2 block: -3; DAGLB inh: -1; Keap1-Nrf2 PPI: -8; CAL PDZ FP-1: -4; CAL PDZ FP-2: -3.3; NSD2 HMT inh: 0; DSG3 Ab inh: 107

What do the screens show for `Cc1noc(N)c1C(=O)Nc1ccc(C(C)(C)C)cc1`?
RTF Ca sens inh: 3; C-LANA FP: -1.0; V-ATPase pH: -1; Arr AP2 block: 0; DAGLB inh: 1; Keap1-Nrf2 PPI: -4; CAL PDZ FP-1: 1; CAL PDZ FP-2: -0.2; NSD2 HMT inh: 2

Results for CCC(=O)NC(=S)Nc1cccc(-c2nc3ncccc3o2)c1 ?
RTF Ca sens inh: 5; C-LANA FP: 0.1; V-ATPase pH: 1; Arr AP2 block: 2; DAGLB inh: -2; Keap1-Nrf2 PPI: -4; CAL PDZ FP-1: -4; CAL PDZ FP-2: -0.5; NSD2 HMT inh: -4

What do the screens show for `CC(=O)c1c(C)[nH]c(C(=O)COc2ccc(C#N)cc2)c1C`?
RTF Ca sens inh: 0; C-LANA FP: -0.5; V-ATPase pH: 0; Arr AP2 block: 17; DAGLB inh: 0; Keap1-Nrf2 PPI: -5; CAL PDZ FP-1: -1; CAL PDZ FP-2: -1.8; NSD2 HMT inh: -3; DSG3 Ab inh: 98

What do the screens show for `COc1cccc(NC(=O)CN(C)C(=O)c2cc(C)oc2C)c1`?
RTF Ca sens inh: -3; C-LANA FP: 1.2; V-ATPase pH: 0; Arr AP2 block: 0; DAGLB inh: -1; Keap1-Nrf2 PPI: -6; CAL PDZ FP-1: -1; CAL PDZ FP-2: -0.1; NSD2 HMT inh: 0

Results for Cc1nc(-c2ccc(NC(=O)c3cccs3)cc2)cs1 ?
RTF Ca sens inh: 12; C-LANA FP: 1.5; V-ATPase pH: -1; Arr AP2 block: -14; DAGLB inh: -3; Keap1-Nrf2 PPI: 2; CAL PDZ FP-1: -1; CAL PDZ FP-2: -3.1; NSD2 HMT inh: 1; DSG3 Ab inh: 89

Results for CN(C)c1ccc(C=c2c3ccccc3n3c2c2c([n+]3C)CCCC2)cc1 ?
RTF Ca sens inh: -1; C-LANA FP: -42; V-ATPase pH: -1; Arr AP2 block: 4; DAGLB inh: 22; Keap1-Nrf2 PPI: -3; CAL PDZ FP-1: 0; CAL PDZ FP-2: 12; NSD2 HMT inh: 71*; DSG3 Ab inh: 104

What do the screens show for `Cc1ccc(C(NC(=O)Nc2ccccn2)C(Cl)(Cl)Cl)cc1F` (configuration not stated)?
RTF Ca sens inh: -13; C-LANA FP: 1.1; V-ATPase pH: 1; Arr AP2 block: 24; DAGLB inh: -1; Keap1-Nrf2 PPI: 1; CAL PDZ FP-2: 0.3; NSD2 HMT inh: -4; DSG3 Ab inh: 117

Results for CCOC(=O)N1CCN(C(=O)COC(=O)c2cccc(C)c2[N+](=O)[O-])CC1 ?
RTF Ca sens inh: 7; C-LANA FP: 2.3; V-ATPase pH: -1; Arr AP2 block: 34; DAGLB inh: -2; Keap1-Nrf2 PPI: 0; CAL PDZ FP-1: -5; CAL PDZ FP-2: -3.6; NSD2 HMT inh: -3; DSG3 Ab inh: 109

How did Cc1cccc(NC(=O)c2cccc(N3C(=O)C4C5C=CC(C6CC56)C4C3=O)c2)c1 (configuration not stated) do in these assays?
RTF Ca sens inh: -5; C-LANA FP: -1.5; V-ATPase pH: 0; Arr AP2 block: 5; DAGLB inh: -6; Keap1-Nrf2 PPI: 4; CAL PDZ FP-1: -10; CAL PDZ FP-2: -2.5; NSD2 HMT inh: -1

Results for CCN(CC(=O)NCc1ccccc1Cl)CC(=O)Nc1c(F)cccc1F ?
RTF Ca sens inh: -5; C-LANA FP: 0.6; V-ATPase pH: -1; Arr AP2 block: -4; DAGLB inh: -1; Keap1-Nrf2 PPI: -1; CAL PDZ FP-1: 0; CAL PDZ FP-2: -3.2; NSD2 HMT inh: 0; DSG3 Ab inh: 93

How did O=C(/C=C/c1ccc(Cl)cc1Cl)NCCSc1ccccc1 do in these assays?
RTF Ca sens inh: 8; C-LANA FP: 0.7; V-ATPase pH: 1; Arr AP2 block: 1; DAGLB inh: -17; Keap1-Nrf2 PPI: -2; CAL PDZ FP-1: -3; CAL PDZ FP-2: -3.0; NSD2 HMT inh: -1

How did CC(C)OC(=O)c1ccccc1C(=O)c1ccc(N)c([N+](=O)[O-])c1 do in these assays?
RTF Ca sens inh: 1; C-LANA FP: -0.9; V-ATPase pH: 1; Arr AP2 block: 2; DAGLB inh: -7; Keap1-Nrf2 PPI: -2; CAL PDZ FP-1: 4; CAL PDZ FP-2: -1.3; NSD2 HMT inh: -1; DSG3 Ab inh: 97

How did Cc1ccc(S(=O)(=O)c2c(N)n(Cc3ccco3)c3nc4ccccc4nc23)cc1C do in these assays?
RTF Ca sens inh: -22; C-LANA FP: 4.1; V-ATPase pH: -3; Arr AP2 block: 22; DAGLB inh: -3; Keap1-Nrf2 PPI: -10; CAL PDZ FP-1: -7; CAL PDZ FP-2: -0.8; NSD2 HMT inh: 1; DSG3 Ab inh: 94

Results for CC(=O)Oc1ccc(C(=O)O)c(OC(C)=O)c1 ?
RTF Ca sens inh: -2; C-LANA FP: -1.4; V-ATPase pH: 0; Arr AP2 block: 17; DAGLB inh: 1; Keap1-Nrf2 PPI: -3; CAL PDZ FP-1: -6; CAL PDZ FP-2: 0.6; NSD2 HMT inh: -1; DSG3 Ab inh: 99

What do the screens show for `Cc1ccc(C)c(NC(=S)N2CCN(S(=O)(=O)c3ccccc3)CC2)c1`?
RTF Ca sens inh: -1; C-LANA FP: 1.0; V-ATPase pH: -2; Arr AP2 block: 4; DAGLB inh: -5; Keap1-Nrf2 PPI: 1; CAL PDZ FP-1: -1; CAL PDZ FP-2: -2.0; NSD2 HMT inh: 0; DSG3 Ab inh: 104

How did Clc1ccc(OCCCc2nc(-c3cccnc3)no2)c(Cl)c1 do in these assays?
RTF Ca sens inh: -13; C-LANA FP: -0.1; V-ATPase pH: 1; Arr AP2 block: 8; DAGLB inh: -6; Keap1-Nrf2 PPI: 0; CAL PDZ FP-1: -2; CAL PDZ FP-2: -1.3; NSD2 HMT inh: -3; DSG3 Ab inh: 100

How did Cc1ccc2c(=O)[nH]c(Cc3ccccc3C(=O)O)nc2c1 do in these assays?
RTF Ca sens inh: 3; C-LANA FP: 1.1; V-ATPase pH: -1; Arr AP2 block: 8; DAGLB inh: 3; Keap1-Nrf2 PPI: 1; CAL PDZ FP-1: -2; CAL PDZ FP-2: -0.1; NSD2 HMT inh: -1; DSG3 Ab inh: 102

How did CCn1c(SCC(=O)NNC(=O)c2ccc(OC)cc2)nnc1-c1cccnc1 do in these assays?
RTF Ca sens inh: 4; C-LANA FP: 0.7; V-ATPase pH: -3; Arr AP2 block: 24; DAGLB inh: -1; Keap1-Nrf2 PPI: 2; CAL PDZ FP-2: 0.0; NSD2 HMT inh: -2; DSG3 Ab inh: 99

What do the screens show for `O=C(NCCSCc1ccccc1)c1ccc(F)cc1`?
RTF Ca sens inh: -1; C-LANA FP: -0.6; V-ATPase pH: 5; Arr AP2 block: -2; DAGLB inh: -3; Keap1-Nrf2 PPI: -2; CAL PDZ FP-1: -3; CAL PDZ FP-2: -0.7; NSD2 HMT inh: -3; DSG3 Ab inh: 101

What do the screens show for `COc1ccc(C(=O)Nc2ncccc2C)cc1S(=O)(=O)N1CCCc2ccccc21`?
RTF Ca sens inh: 1; C-LANA FP: -0.5; V-ATPase pH: -3; Arr AP2 block: 6; DAGLB inh: 3; Keap1-Nrf2 PPI: -4; CAL PDZ FP-2: -0.2; NSD2 HMT inh: 3; DSG3 Ab inh: 103
